AID772: HT29 colon tumor cell growth inhibition, primary screen, imaging, high content imaging, 72 h, CellTiter-Glo (AID 772); HT29 cell growth, HCS imaging cell count, 72 h; hits give high values; growth inhibition, % at 10 µM; 3,300 compounds, 0.6% hits;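 active = growth inhibition above 90%, meaning viable cell count cut by more than 90% versus vehicle controls; inactive = growth inhibition below 90%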
A549 NSCLC growth: A549 NSCLC cell proliferation inhibitors – ATP luminescence, human non-small cell lung line, primary screen (AID 371); A549 growth inhibition, ATP luminescence; hits give high values; growth inhibition, % at 10 µM; 3,300 compounds, 8.4% hits;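 active = mean growth inhibition over the two runs of 50% or more; inactive = mean growth inhibition under 50%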;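 also: compound exposure lasted 72 h before the ATP read; 0% = untreated cell signal and 100% = no luminescence left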
HT29 cell growth-1: HT29 colon tumor cell growth inhibition, primary screen, imaging, high content imaging, 48 h, CellTiter-Glo (AID 771) | HT29 cell growth, HCS imaging cell count, 48 h; hits give high values | growth inhibition, % at 10 µM | 3,300 compounds, 2% hits;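 active = growth inhibition above 90%, meaning viable cell count by imaging cut by more than 90% versus vehicle controls; inactive = growth inhibition below 90%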;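 also: percent fewer viable cells counted by imaging than vehicle controls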
HT29 cell growth-2: HT29 colon tumor cell growth inhibition, primary screen, imaging, high content imaging, 24 h, CellTiter-Glo (AID 770); HT29 cell number by imaging, 24 h; hits give high values; growth inhibition, % at 10 µM; 3,300 tested, under 10 active;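 active = growth inhibition above 90% in viable cell count at a single dose; inactive = growth inhibition below 90%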
AID364: cytotoxicity toward Jurkat T cells, primary screen, cell-based, Jurkat E6.1, NIH starter set (AID 364) | 3,300 compounds, 2% hits | one-dose inhibition, % at 4 µM; CC50 in µM for titrated hits | Jurkat E6.1 viability, ATP luminescence, 48 h; higher % means a stronger effect;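 active = concentration giving half-maximal inhibition at or below 20 micromolar; inactive = half-maximal concentration above 20 micromolar, or not dose tested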;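 also: 100% = cells treated with 4 µM doxorubicin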
HT29 cell growth-2 condensed nuclei: also measured in HT29 cell growth-2; calls as there; condensed nuclei, %; measured here: percent cells with condensed nuclei;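 share of cells whose nuclear area falls below control median minus 1.5 SD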
HT29 cell growth-2 ATP viability: second read-out of HT29 cell growth-2, no call of its own (marks repeat the call); growth inhibition, %; measured here: ATP CellTiter-Glo viability
HT29 cell growth-1 condensed nuclei: second read-out of HT29 cell growth-1, no call of its own (marks repeat the call); condensed nuclei, %; measured here: percent cells with condensed nuclei;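 condensed means Hoechst nuclear area under control median minus 1.5 SD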
HT29 cell growth-1 ATP viability: also measured in HT29 cell growth-1; calls as there; growth inhibition, %; measured here: ATP CellTiter-Glo viability inhibition
AID772 condensed nuclei: further read-out of AID772, marked with its call; condensed nuclei, %; measured here: percent cells with condensed nuclei;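 condensed means nuclear area below control median minus 1.5 SD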
AID772 second: also measured in AID772; calls as there; growth inhibition, %; measured here: ATP CellTiter-Glo viability
Starred values were filed as active, the others as inactive; . = not tested or not shown; & = joins results of further samples. An excerpt. The share of hits here may be higher or lower than overall.

A first look:
structure,AID772,AID772 condensed nuclei,AID772 second,A549 NSCLC growth,HT29 cell growth-1,HT29 cell growth-1 condensed nuclei,HT29 cell growth-1 ATP viability,HT29 cell growth-2,HT29 cell growth-2 condensed nuclei,HT29 cell growth-2 ATP viability,AID364
CCN(CC)CC(=O)Nc1c(C)cccc1C,24&7,6&2,9&-20,-6&-1,21&12,2.1&3.3,.,-11&-5,3.6&2.5,-3&-18,-11%&-3%
Oc1c(Cl)cc(Cl)cc1Sc1cc(Cl)cc(Cl)c1O,82,4,88,83*,78,0.0,.,31,3.6,45,7%
COc1cc(/C=N/n2nnnc2N)ccc1O,-80,2,-59,10,-33,2.0,-14,-55,4.0,-5,11%
CN1CCN(C(=O)CSc2nc(-c3ccncc3)ccc2C#N)CC1,-39,1,-35,-6,-17,1.8,-9,-9,2.0,-12,6%
CCCCc1nc2sc3c(c2c(=O)[nH]1)CCC3,-35,10,-18,5,26,3.8,-9,-8,3.3,-2,7%
C[C@]12CCC(=O)C=C1CC[C@@H]1[C@@H]2[C@@H](O)C[C@@]2(C)[C@H]1CC[C@]2(O)C(=O)CO,-18,2,-22,19,14,2.0,.,-23,3.8,-18,6%
O=C(c1nsnc1-c1ccccc1O)N1CCCCC1,29,4,-18,-3,-49,2.5,-16,-13,5.8,-17,-4%

This part in full (from the top)
structure,AID772,AID772 condensed nuclei,AID772 second,A549 NSCLC growth,HT29 cell growth-1,HT29 cell growth-1 condensed nuclei,HT29 cell growth-1 ATP viability,HT29 cell growth-2,HT29 cell growth-2 condensed nuclei,HT29 cell growth-2 ATP viability,AID364
CCN(CC)CC(=O)Nc1c(C)cccc1C,24&7,6&2,9&-20,-6&-1,21&12,2.1&3.3,.,-11&-5,3.6&2.5,-3&-18,-11%&-3%
Oc1c(Cl)cc(Cl)cc1Sc1cc(Cl)cc(Cl)c1O,82,4,88,83*,78,0.0,.,31,3.6,45,7%
COc1cc(/C=N/n2nnnc2N)ccc1O,-80,2,-59,10,-33,2.0,-14,-55,4.0,-5,11%
CN1CCN(C(=O)CSc2nc(-c3ccncc3)ccc2C#N)CC1,-39,1,-35,-6,-17,1.8,-9,-9,2.0,-12,6%
CCCCc1nc2sc3c(c2c(=O)[nH]1)CCC3,-35,10,-18,5,26,3.8,-9,-8,3.3,-2,7%
C[C@]12CCC(=O)C=C1CC[C@@H]1[C@@H]2[C@@H](O)C[C@@]2(C)[C@H]1CC[C@]2(O)C(=O)CO,-18,2,-22,19,14,2.0,.,-23,3.8,-18,6%
O=C(c1nsnc1-c1ccccc1O)N1CCCCC1,29,4,-18,-3,-49,2.5,-16,-13,5.8,-17,-4%
CCCOc1ccc(N2C(=O)CC(N(Cc3ccc(S(N)(=O)=O)cc3)C(=O)CC)C2=O)cc1 (stereo unspecified),-11,3,-16,-2,-1,2.9,-18,-10,5.7,-2,-14%
CCOCCSc1nc2c(c(=O)[nH]c(=O)n2C)n1CCCc1ccccc1,6,2,4,20,13,7.5,3,32,3.2,-4,2%
COc1ccc(CCNc2nc3c(c(=O)n(C)c(=O)n3C)n2C)cc1OC,7,9,2,10,25,2.7,12,-4,4.0,7,-4%
CCC(NC(C)C)C(O)c1ccc(O)c(O)c1 (stereo unspecified),-7,3,1,38,-23,2.4,.,22,4.6,14,-2%
Cc1cccc(Nc2ccccc2C(=O)O)c1C,-38,2,-17,12,1,1.1,.,-12,3.9,-32,1%
Nc1c(C(=O)NCc2ccco2)sc2nc(N3CCOCC3)c3c(c12)CCCC3,35,6,47,18,22,1.7,6,43,5.4,0,2%
CCOc1ccc(C2C(C(=O)c3ccc(C)o3)=C(O)C(=O)N2CCCN(CC)CC)cc1 (stereo unspecified),-35,3,-14,-9,17,1.3,0,16,2.2,-3,1%
CCN(CC)CCN1C(=O)C(=O)/C(=C(/O)c2ccc(C)cc2)C1c1cccnc1 (stereo unspecified),0,4,-20,5,11,2.1,-6,31,2.9,-4,3%
CCCCc1nc(NCCN2CCOCC2)c(C#N)c2c1COC(C)(C)C2,37,12,24,1,15,4.0,10,13,4.6,3,5%
CC[C@H](C)C(=O)O[C@H]1C[C@@H](C)C=C2C=C[C@H](C)[C@H](CC[C@@H]3C[C@@H](O)CC(=O)O3)[C@H]21,39,24,52,65*,63,10,.,19,4.7,12,2%
CCOc1ccc(C2=Nn3c(nnc3-c3ccccc3OC)SC2)cc1,81,27,91,66*,81,32,68,74,36,32,0.027µM*
COc1cc(C2C(C#N)=C(N)Oc3cc(C)n(CCc4ccccc4)c(=O)c32)cc2c1OCO2 (stereo unspecified),1,2,9,8,13,3.0,-4,15,2.1,-4,2%
CCOC(=O)CCNc1n[nH]c(=O)[nH]c1=O,-11,4,-23,4,14,3.5,4,4,4.2,-7,5%
Nc1nnc(-c2cccc(Cl)c2Cl)c(N)n1,21,6,15,14,8,3.0,.,25,4.7,-6,3%
O=c1cc(O)nc2n1CCCS2,-43,3,-62,2,-5,2.2,-29,-1,3.9,-12,-10%
COc1ccc(Nc2cc(C)nc(-n3nc(C)cc3C)n2)cc1,81,25,88,66*,72,40,58,69,31,33,0.19µM*
COc1cccc(OC)c1-c1nn2c(-c3ccco3)nnc2s1,-69,2,-71,30,22,7.7,-21,29,6.2,-10,-6%
N=c1c[n+](N2CCOCC2)[n-]o1,-42,4,-17,-2,-5,1.1,.,14,3.1,-7,-4%
CCSc1nnc(NC(=O)C(C)(C(F)(F)F)C(F)(F)F)s1,-85,3,-35,62*,46,2.0,15,-2,4.0,-9,6%
Cc1ccc(SCc2c(C#N)c3ccccc3n2C)cc1,-15,6,13,33,24,3.1,11,-21,2.1,8,-1%
CCN(CC)c1ncc(C)c(=O)[nH]1,19,7,13,0,-18,1.2,5,18,3.6,12,6%
Cn1cc(Cl)nc1C(O)c1ccccc1 (stereo unspecified),-111,3,-44,4,0,1.3,-14,19,3.5,0,4%
COc1ccc2c(c1OC)C(=O)N1c3ccccc3C(=O)N(c3ccccc3)C21 (stereo unspecified),77,8,89,37,82,4.3,77,59,6.2,61,29%

Only AID364, HT29 cell growth-2 ATP viability and AID772 second, for 5 of the compounds above:
| canonical_smiles | AID364 | HT29 cell growth-2 ATP viability | AID772 second |
| --- | --- | --- | --- |
| O=c1cc(O)nc2n1CCCS2 | -10% | -12 | -62 |
| COc1ccc(Nc2cc(C)nc(-n3nc(C)cc3C)n2)cc1 | 0.19µM* | 33 | 88 |
| COc1cccc(OC)c1-c1nn2c(-c3ccco3)nnc2s1 | -6% | -10 | -71 |
| N=c1c[n+](N2CCOCC2)[n-]o1 | -4% | -7 | -17 |
| CCSc1nnc(NC(=O)C(C)(C(F)(F)F)C(F)(F)F)s1 | 6% | -9 | -35 |

Next section
structure,AID772,AID772 condensed nuclei,AID772 second,A549 NSCLC growth,HT29 cell growth-1,HT29 cell growth-1 condensed nuclei,HT29 cell growth-1 ATP viability,HT29 cell growth-2,HT29 cell growth-2 condensed nuclei,HT29 cell growth-2 ATP viability,AID364
Cc1cccc(OCCN2CSC(=S)N(C)C2)c1,-57,2,-36,52*,25,0.3,14,27,7.1,5,10%
CC(C)c1cc(NCCN2CCOCC2)n2c(nc3ccccc32)c1C#N,-30,7,-13,3,27,2.3,-3,-21,3.0,-5,15%
COc1ccc(/C(O)=C2/C(=O)C(=O)N(CCCN(C)C)C2c2ccccc2)cc1Cl (stereo unspecified),5,3,-29,2,4,5.2,9,-25,6.2,-16,10%
COC(=O)C1=C(C)N=C2SC(C)C(=O)N2C1c1cccs1 (stereo unspecified),-95,9,-76,7,-3,9.2,-18,-12,5.3,-2,1%
COc1cc(C2C3C(=O)N(c4ccccc4)C(=O)C3ON2c2ccccc2)ccc1O (stereo unspecified),4,4,3,-4,22,1.5,14,-13,2.1,-3,-7%
COC(=O)c1sc(NC(C)=O)c(C(=O)OC)c1C,-26,7,-9,6,14,1.6,-2,-18,2.2,1,-12%
Cn1c(N2CCN(c3ccccn3)CC2)nc2c1c(=O)n(Cc1ccc(Cl)cc1)c(=O)n2C,3,6,42,51*,30,0.8,29,31,2.7,28,12%
COc1ccccc1NC(=O)Nc1nnc(C(C)C)s1,53,10,12,15,-5,2.9,10,7,3.7,-3,9%
Fc1cc(F)c(F)c(SCCc2ccncc2)c1F,46,4,38,18,6,1.1,7,41,3.4,8,-3%
Cc1ccccc1NC(=O)NCCc1nc2ccccc2[nH]1,-7,8,24,-6,30,2.5,17,13,4.2,13,-4%
COc1ccc(/C(O)=C2/C(=O)C(=O)N(CCCN(C)C)C2c2ccc(C)o2)cc1Cl (stereo unspecified),2,3,-50,1,4,2.3,-11,-11,2.3,-17,1%
COCc1[nH]nc2c1C(c1ccccc1OC)C(C#N)=C(N)O2 (stereo unspecified),-31,8,-47,-2,-19,1.4,-14,35,3.9,0,0%
CCN1CCc2c(C#N)c(NCc3ccccc3)nc(N(CC)CC)c2C1,0,4,-9,67*,-4,2.3,-1,4,3.9,-1,3%
C#CCN(C)Cc1ccccc1,65,17,28,-1,4,24,.,22,6.2,21,2%
CCOc1c(C)cc2[nH]c(CCC(=O)O)nc2c1C,8,13,-28,-2,26,2.9,8,19,13,-14,10%
ONC(=Nc1ccccc1)C(=Nc1ccccc1)NO,15,2,-25,-7,9,4.5,-5,-33,4.5,-11,-2%
CN1CCN(CC(=O)Nc2nc(-c3ccccc3)cs2)CC1,11,14,15,-1,16,5.0,9,3,5.1,4,0%
COc1cc2c(C(=O)N3CCN(c4ccccc4)CC3)c(C)oc2cc1Br,-1,6,-11,61*,12,2.4,-8,-23,2.7,-3,9%
COC(=O)c1[nH]c(C)c(/C(O)=C2\C(=O)C(=O)N(CCN3CCOCC3)C2c2cccnc2)c1C (stereo unspecified),-39,4,-21,-1,18,2.1,-1,-11,6.9,7,4%
Cc1cc(C)c2nc(SCCC#N)nc(C)c2c1,-55,3,-22,6,12,4.8,-16,16,2.0,-2,5%
O=C1C2ON(c3ccccc3)C(c3cccnc3)C2C(=O)N1c1ccc(Cl)c(Cl)c1 (stereo unspecified),50,13,-6,3,-47,1.9,-22,-43,1.6,-7,-11%
C=CCOc1nc2c(c(=O)n(C)c(=O)n2C)n1Cc1ccc(Cl)cc1,23,3,10,18,18,1.3,-4,10,3.2,7,2%
CC(=O)OCc1c(COC(C)=O)[n+](=O)c2ccccc2n1[O-],-22,1,-32,5,-49,3.1,-13,-29,2.3,-15,5%
Cc1c(N2C(=O)SC(CC(=O)O)C2=O)c(=O)n(-c2ccccc2)n1C (stereo unspecified),-25,7,-18,12,34,2.2,1,14,3.2,4,-3%
Cc1ccc(-c2nn(C)c(=O)c3ccccc23)cc1CN1CCOCC1,-58,2,-42,19,-26,1.8,-20,-35,2.2,-16,-10%
C=CCNc1nc(N2CCOCC2)c(C#N)c2c1CN(C)CC2,-15,5,-16,2,-13,1.0,-4,-48,3.0,-4,6%

Complete entries, quoted from the list. Order of screens: AID772	AID772 condensed nuclei	AID772 second	A549 NSCLC growth	HT29 cell growth-1	HT29 cell growth-1 condensed nuclei	HT29 cell growth-1 ATP viability	HT29 cell growth-2	HT29 cell growth-2 condensed nuclei	HT29 cell growth-2 ATP viability	AID364
`CCOc1c(C)cc2[nH]c(CCC(=O)O)nc2c1C` in the list: 8	13	-28	-2	26	2.9	8	19	13	-14	10%
`COC(=O)C1=C(C)N=C2SC(C)C(=O)N2C1c1cccs1` (stereo unspecified) in the list: -95	9	-76	7	-3	9.2	-18	-12	5.3	-2	1%

Source: PubChem
